Pol kappa inh: DNA polymerase kappa (human) inhibition | purified Pol kappa, fluorescent DNA synthesis assay, 10 min | Potency, µM (doses to about 107 µM), without a hit: top-dose activity, negative = inhibition, usual class: inhibitors | 400,000 tested, 0.53% active | AID 588579; further: potency means the concentration at half of the fitted maximal effect; on the % scale 0 is the no-effect control and ±100 the full control effect
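Activity was followed as the change in fluorescence between reads at 0 and 10 min after starting the reaction with 50 nM substrate. Beforehand, 10 nM polymerase had been preincubated with compound for 15 min at room temperature.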
APEX1 inh: inhibitors of human APE1 endonuclease; P27695; recombinant APE1, TAMRA/BHQ-2 abasic DNA cleavage fluorescence; Potency, µM (top dose mostly 65.8 µM), for the others: top-dose activity change, negative = inhibition, actives largely listed as inhibitors; 350,000 tested, 0.35% active; AID 2517;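 further: potency means the concentration at half of the fitted maximal effect; plate controls were vehicle for no effect and reference inhibitor for full effect; nearly all actives have a fitted effect of over 55% in size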
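Endonuclease cleavage of a quenched abasic-site DNA duplex (50 nM) by APE1 (0.75 nM) was tracked by TAMRA dequenching. Compounds were preincubated with enzyme 15 min at room temperature; data normalized to buffer-only and DMSO wells plus NSC13755 control.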
Pol eta inh: DNA polymerase eta (human) inhibition; Q9Y253; recombinant Pol eta, fluorescent DNA replication assay; Potency, µM (titrated, usually from 114 µM), without a hit: at the highest dose activity change, negative = inhibition, actives largely listed as inhibitors; 390,000 tested, 1.2% active; further: potency means the concentration at half of the fitted maximal effect; on the % scale 0 is the no-effect control and ±100 the full control effect
Target sequence (Q9Y253 whole entry, looked up): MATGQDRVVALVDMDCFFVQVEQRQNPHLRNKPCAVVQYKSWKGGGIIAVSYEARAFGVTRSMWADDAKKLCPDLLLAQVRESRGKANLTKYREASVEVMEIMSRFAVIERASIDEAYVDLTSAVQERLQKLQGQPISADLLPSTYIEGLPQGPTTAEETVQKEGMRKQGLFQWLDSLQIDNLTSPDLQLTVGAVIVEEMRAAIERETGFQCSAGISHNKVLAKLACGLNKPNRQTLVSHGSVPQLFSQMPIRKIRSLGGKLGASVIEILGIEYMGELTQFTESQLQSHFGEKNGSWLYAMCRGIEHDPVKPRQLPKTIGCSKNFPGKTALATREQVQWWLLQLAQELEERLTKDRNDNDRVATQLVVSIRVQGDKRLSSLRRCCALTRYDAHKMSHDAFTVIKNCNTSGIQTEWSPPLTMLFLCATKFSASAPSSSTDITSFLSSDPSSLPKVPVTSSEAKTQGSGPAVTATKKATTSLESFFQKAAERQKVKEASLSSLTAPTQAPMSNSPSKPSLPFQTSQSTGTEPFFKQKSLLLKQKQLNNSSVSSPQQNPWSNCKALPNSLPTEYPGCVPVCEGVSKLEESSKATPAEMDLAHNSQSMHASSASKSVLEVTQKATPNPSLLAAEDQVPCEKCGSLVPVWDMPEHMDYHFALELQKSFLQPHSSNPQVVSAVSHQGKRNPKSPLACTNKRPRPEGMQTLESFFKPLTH
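Fluorescent replication assay: 50 nM final substrate added after a 15 min room-temperature compound preincubation with 10 nM enzyme. Signal taken at 0 min and again at 10 min.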
Anesthetic bind: binds horse apoferritin like a general anesthetic. Potency, µM (top dose mostly 77.5 µM), for the others: at the highest dose activity change, negative = displacement, actives largely listed as inhibitors. apoferritin/1-aminoanthracene competitive binding, fluorescence. P02791. 350,000 tested, 0.074% active; further: potency means the concentration at half of the fitted maximal effect; on the % scale 0 is the no-effect control and ±100 the full control effect; nearly all actives have a fitted effect of over 20% in size
Target sequence (P02791 2-175 limits assumed): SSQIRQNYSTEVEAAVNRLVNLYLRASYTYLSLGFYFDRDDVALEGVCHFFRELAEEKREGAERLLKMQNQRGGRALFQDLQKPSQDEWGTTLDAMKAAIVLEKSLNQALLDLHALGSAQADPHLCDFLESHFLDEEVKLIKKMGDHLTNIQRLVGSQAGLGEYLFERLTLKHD
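Steps: apoferritin (10 uM) was premixed with half-saturated 1-AMA in PBS, compounds were pin-transferred, plates stood 10 min at room temperature, fluorescence was read at 380/535 nm, and curves were fitted with a Hill equation.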
Glioma ERSR ind: inducers of ER stress response in human glioma cells; U87-MG GRP78 promoter luciferase reporter, 16 h; AID 602332; Potency, µM, for the others: at the top dose activation, actives largely listed as activators; 420,000 tested, 0.02% active; further: potency means the concentration at half of the fitted maximal effect; series mostly up to about 76 µM; % of control where 0% means no effect; nearly all actives have a fitted effect of over 35% in size
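Stably transfected U87-MG glioma cells carrying a GRP78-based luciferase sensor; 16 h compound incubation. Luminescence end-point read 10 min after Bright-Glo addition at room temperature.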
Pol iota inh: blocks human DNA polymerase iota activity; Q9UNA4; Pol iota fluorescent replication assay, 10 min; Potency, µM (titrated, usually from 115 µM), without a hit: at the top dose activity, negative = inhibition, usual class: inhibitors; 390,000 tested, 1% active; further: potency means the concentration at half of the fitted maximal effect
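Pol iota at 10 nM preincubated 15 min with compounds at room temperature; reaction started with fluorescent substrate, 50 nM final. Fluorescence read kinetically at 0 and 10 min; buffer-only wells as negative control.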
Pol beta inh: DNA polymerase beta (human) inhibition | P06746 | Pol beta primer extension/strand displacement, fluorescence kinetic | Potency, µM (titrated, usually from 114 µM), for inactives: at the highest dose activity change, negative = inhibition, usual class: inhibitors | 340,000 tested, 1.3% active; further: potency means the concentration at half of the fitted maximal effect; on the % scale 0 is the no-effect control and ±100 the full control effect
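Values derive from four-parameter Hill fits of normalized kinetic data: reads at 0 and 10 min following addition of 50 nM substrate to 10 nM Pol beta preincubated 15 min with compound.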
BLM helicase inh: inhibitors of human Bloom syndrome helicase BLM | P54132 | recombinant BLM DNA unwinding, fluorescence dequenching | Potency, µM (doses to about 56.1 µM), for inactives: top-dose activity change, negative = inhibition, usual class: inhibitors | 350,000 tested, 0.2% active | AID 2528;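 further: potency means the concentration at half of the fitted maximal effect; plate controls were vehicle for no effect and no enzyme for full effect; nearly all actives have a fitted effect of over 35% in size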
LDHA block: inhibitors of human lactate dehydrogenase A; purified LDHA, NADH/diaphorase-resazurin fluorescence; hits give low values; 480,000 tested, 0.15% active; P00338; activity change, % (values are at about 110 or 230 µM); in the data active means activity change below about -30%; inconclusive means mostly about -25% to -30%;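 further: plate controls were DMSO wells for no effect and wells without enzyme for full effect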
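Human LDH5 (2 nM) was incubated with 0.06 mM NADH and 0.2 mM pyruvate for 5 min at room temperature in Tris pH 7.4. Remaining NADH was coupled through diaphorase/resazurin, and resorufin fluorescence was read at 0 and 20 min.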
* hit, by the source's call; ? = inconclusive; · = not tested or not shown; & = joins results of further samples; [ ] = another dose, or the depositor's remark. Unless noted, the call rests on the fitted dose curve; in most records, active means well fitted curve in the direction sought with a large enough effect; inconclusive means small, poorly fitted or top-dose-only effect, or another doubt; inactive means no such curve, though single readings can be large; an effect the other way counts as inactive or inconclusive. Some of the compounds tested; count on the stated rates, not on these rows.

Structure	Pol kappa inh	APEX1 inh	Pol eta inh	Anesthetic bind	Glioma ERSR ind	Pol iota inh	Pol beta inh	BLM helicase inh	LDHA block
CN(C)CCOc1cccc(Br)c1	2%	8%	-3%	-14%	-2%	18%	12%	-2%	-13
Cc1nnc(SCC(=O)Nc2ccccc2NC(=O)CSc2nnc(C)s2)s1	2%	3%	-13%	-5%	-5%	-6%	?	4%	-1
Cc1cc(C)cc(Nc2ncc3c(n2)CC(c2ccco2)CC3=O)c1 (centres undefined)	-5%	-8%	-15%	-18%	2%	-13%	-5%	-2%	2
COc1cccc(CC2(CO)CCCN(CC3=Cc4cc(OC)ccc4OC3)C2)c1 (centres undefined)	-1%	-6%	-29%	-8%	-5%	60%[activator]	-12%	-8%	2
CC(=O)NCC(=O)NC1CC(C)(C)Cc2c1cnn2-c1ccccc1 (centres undefined)	1%	-5%	-6%	0%	-1%	10%	19%	0%	-1
Cc1cc[n+](CC(=O)Nc2cccc(C)c2)cc1	-10%	16%	-4%	-4%	-1%	-11%	29%	1%	-1
Cc1cc(C)c(S(=O)(=O)NCC(c2ccc(N(C)C)cc2)N2CCc3ccccc32)c(C)c1 (centres undefined)	-2%[60.1 µM]	·	-16%	11%	-3%	?	?	-9%	0
O=C(Cn1c(=O)n(Cc2ccc(C(=O)NCc3ccccc3Cl)cc2)c(=O)c2ccccc21)Nc1ccc(F)c(Cl)c1	-13%	·	-14%	8%	-2%	46%[activator]	2%	-5%	-4
CC1CCN(C(=O)C2CCN(S(=O)(=O)c3cc(Cl)ccc3Cl)CC2)CC1	-7%	7%	-27%	0%	-4%	42%[activator]	33%	-1%	-7
O=c1c(-c2cccs2)nc2cnc(Oc3ccccc3)nc2n1C1CC1	-4%[60.1 µM]	2%	·	·	-3%	·	·	-8%	·
Cc1ccc(C(=O)N/N=C\c2ccc[nH]2)cn1	-2%	0%	-12%	0%	0%	-1%	?	-4%	0
COC(CNc1nc(SC)nc2sc3c(c12)CCN(C)C3)OC	-5%	16%	2%	-11%	-8%	19%	16%	1%	2
COc1nc(N(C)C)nc(N2CC(=O)N(CCNS(=O)(=O)c3ccc(C)cc3)C2=N)n1	-4%	4%	-2%	0%	-4%	89%[activator]	-4%	-11%	4
COc1cc(-c2nc(SCC(=O)Nc3ccc(C)cc3)c(-c3ccc(F)cc3)[nH]2)cc(OC)c1OC	6%	·	-22%	?	-2%	2%	?	-6%	-3
CNCCCNCc1ccc(SC)cc1	·	1%	·	-13%	·	·	5%	1%	·
CC(C)C1S/C(=N/N=C/c2ccco2)NC1=O (centres undefined)	-4%	-4%	-9%	-8%	-2%	20%	36%	2%	1
CCC1Sc2ccc(S(=O)(=O)CCC(=O)Nc3c(Cl)cc(OC)cc3OC)cc2NC1=O (centres undefined)	-19%	-30%	?	-10%	-5%	-7%	79µM*	-18%	4
Nc1cc(=O)[nH]c(SCC(=O)Nc2cccc(S(=O)(=O)N3CCCCCC3)c2)n1	-3%	38%	9%	·	-5%	94%[activator]	·	·	-9
O=C(c1ccc(=O)oc1)N1CCC(C(O)(c2ccccc2)c2ccccc2)CC1	-2%	15%	-14%	-10%	-2%	40%[activator]	23%	9%	-9
Nc1ccc2nc(SCC(=O)c3ccccc3)sc2c1	1%	32%	-15%	-17%	1%	148%[activator]	-28%	-5%	7
CC(=O)Nc1ccc(NC(=O)Cc2ccc(S(=O)(=O)N3CCCCC3)cc2)cc1	-3%	44%	-18%	·	-1%	15%	·	·	0
CCC(=O)Nc1nc2ccc3nc(C)sc3c2s1	-8%	0%	-2%	-4%	1%	?	-11%	3%	-4
CN(C)c1ccc(NC(=O)COC(=O)c2ccc3c(c2)OCO3)cc1	-19%	29%	-2%	·	3%	8%	·	·	-3
O=C(Cc1ccccc1)N/N=C/c1ccc(OC(=O)/C=C\c2ccco2)cc1	?	-8%	-16%	-24%	-5%	?	-27%	-5%	4
O=C(CN1CCCCC1)N1c2ccccc2Oc2ccccc21	-8%	-3%	-17%	-10%	0%	8%	-7%	1%	0
CCOC(=O)C1CCCN(C(=O)c2ccccc2NC(=O)C2=C(C)OCCS2)C1 (centres undefined)	-15%	15%	-9%	5%	2%	-2%	34%	0%	-3
O=C(CSc1nnc(CNC(=O)c2ccccc2F)n1-c1ccccc1)Nc1ccccc1F	-2%	·	-2%	-11%	-3%	-24%	24%	-3%	-11
COCCCNC(=O)c1cc2n(n1)CCCN(Cc1ccc(C)cc1)C2=O	-5%[60.1 µM]	·	-19%	3%	0%	9%	-1%	-2%	0
c1ccc(C(c2nnnn2Cc2cccs2)N2CCN(C3CCCC3)CC2)cc1 (centres undefined)	-2%	-2%	6%	-5%	-9%	?	3%	0%	-4
CCS(=O)(=O)Nc1ccc(C(=O)c2ccccc2)cc1	-19%	16%	5%	-4%	0%	8%	4%	1%	-4
CCN1C(=O)/C(=C2/Sc3ccc(OC)cc3N2C)SC1=Nc1cccc(O)c1	-5%	-5%	-9%	23%	3%	9%	11%	-1%	-3
O=C(O)CCn1ncc2ccccc2c1=O	0%	3%	4%	-3%	-1%	42%[activator]	-10%	-3%	-10
O=C(COC(=O)c1cccnc1Nc1ccccc1F)NCCN1C(=O)CSC1=O	-10%	-4%	-1%	-17%	0%	-8%	5%	-2%	7
CCN(CCCNC(=O)CNC(=O)Cn1cnc2ccccc2c1=O)c1ccccc1	-7%	-3%	-22%	4%	-6%	0%	-2%	-2%	5
CCc1c(C)sc(NC(=O)C2CCCCC2C(=O)O)c1C(N)=O (centres undefined)	-16%	2%	13%	0%	-1%	7%	-28%	-10%	3&-5
COc1ccc2sc(N(CCN(C)C)C(=O)/C=C/c3cccs3)nc2c1	0%	-4%	-14%	47%[activator]	-11%	24%	2%	2%	-3
C=C(C(=O)c1ccccc1)C(NC(C)(C)C)c1ccccc1 (centres undefined)	-11%	·	-4%	·	-14%	-15%	·	·	-2
c1ccc2c(c1)OCC(c1nn3cnnc3s1)O2 (centres undefined)	-10%	3%	6%	-3%	0%	14%	-12%	-2%	0
CN(C)c1oc(/C=C/c2ccc(F)cc2)nc1C#N	-5%	·	·	267%[activator]	·	9%	47%	-3%	-3
O=C1CC/C=C\C[C@@H](CC(=O)N(CCO)Cc2ccccc2)C(=O)NC[C@@H](c2ccccc2)O1	1%	-28%	-7%	·	-3%	18%	·	·	-5
COc1ccc(OCC(=O)Nc2nc3ccc(NC(C)=O)cc3s2)cc1	8%	6%	?	-8%	-10%	8%	22µM*	-25%	-2
COc1ccc(NC(=O)/C(C#N)=C/c2ccc(OCCN3CCOCC3)c(OC)c2)c(OC)c1	-8%	-2%	-3%	-5%	0%	-4%	12%	-2%	-11
O=C(Nc1ccc(S(=O)(=O)N2CCOCC2)cc1)c1ccc(Cl)s1	-9%	-3%	-12%	?	-3%	6%	-27%	-10%	5
O=S(=O)(NCCNS(=O)(=O)c1ccc(F)cc1)c1ccc(F)cc1	-5%	2%	-16%	-6%	-7%	21%	0%	-10%	-7
COC(=O)CC(NC(=O)C1CC1)c1ccc2c(c1)OCO2 (centres undefined)	-4%	-3%	1%	-4%	-3%	-22%	0%	-2%	-5
Cc1cc(C)c(NC(=O)CCN2CCCCC2)c(C)c1	1%	·	-17%	3%	-3%	3%	0%	0%	-1
COc1ccc(C)cc1NC(=O)CSc1ccc(-c2sc(C)nc2C)nn1	-5%	31%	-8%	-5%	-7%	-8%	?	-3%	-4

Part of the list above in order of heavy-atom count, highest first:
Structure	Pol kappa inh	APEX1 inh	Pol eta inh	Anesthetic bind	Glioma ERSR ind	Pol iota inh	Pol beta inh	BLM helicase inh	LDHA block
COc1ccc(C)cc1NC(=O)CSc1ccc(-c2sc(C)nc2C)nn1	-5%	31%	-8%	-5%	-7%	-8%	?	-3%	-4
COc1ccc2sc(N(CCN(C)C)C(=O)/C=C/c3cccs3)nc2c1	0%	-4%	-14%	47%[activator]	-11%	24%	2%	2%	-3
O=S(=O)(NCCNS(=O)(=O)c1ccc(F)cc1)c1ccc(F)cc1	-5%	2%	-16%	-6%	-7%	21%	0%	-10%	-7
CCc1c(C)sc(NC(=O)C2CCCCC2C(=O)O)c1C(N)=O (centres undefined)	-16%	2%	13%	0%	-1%	7%	-28%	-10%	3&-5
C=C(C(=O)c1ccccc1)C(NC(C)(C)C)c1ccccc1 (centres undefined)	-11%	·	-4%	·	-14%	-15%	·	·	-2
COC(=O)CC(NC(=O)C1CC1)c1ccc2c(c1)OCO2 (centres undefined)	-4%	-3%	1%	-4%	-3%	-22%	0%	-2%	-5
CN(C)c1oc(/C=C/c2ccc(F)cc2)nc1C#N	-5%	·	·	267%[activator]	·	9%	47%	-3%	-3
c1ccc2c(c1)OCC(c1nn3cnnc3s1)O2 (centres undefined)	-10%	3%	6%	-3%	0%	14%	-12%	-2%	0
O=C(O)CCn1ncc2ccccc2c1=O	0%	3%	4%	-3%	-1%	42%[activator]	-10%	-3%	-10
